# Wnt bcat act: Wnt/beta-catenin pathway activation. activation, % at 9.35 µM. AID 743398. Wnt/beta-catenin reporter cell assay, activator, plate reader. 1.2% of 300,000 active; in the data active = activation above about 30%, passing the limit was not always enough;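 note: 0% = neutral control wells and 100% = positive control wells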
# PvdQ inh: P. aeruginosa PvdQ acylase inhibition | inhibition, % at 10 µM | purified PvdQ acylase, fluorescence plate reader | 0.063% of 340,000 active; in the data active = inhibition above about 30%, passing the limit was not always enough;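 note: 0% = vehicle neutral wells and 100% = reference inhibitor wells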
# Rtt109 Vps75: inhibitors of Candida albicans Rtt109/Vps75 histone acetyltransferase; purified Rtt109/Vps75, ThioGlo CoA-SH fluorescence, 4 h; 0.16% of 330,000 active; inhibition, % at 34.9 µM;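 active = inhibition of at least 50% in every replicate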
# Target sequence (Q5AAJ8 whole entry, looked up): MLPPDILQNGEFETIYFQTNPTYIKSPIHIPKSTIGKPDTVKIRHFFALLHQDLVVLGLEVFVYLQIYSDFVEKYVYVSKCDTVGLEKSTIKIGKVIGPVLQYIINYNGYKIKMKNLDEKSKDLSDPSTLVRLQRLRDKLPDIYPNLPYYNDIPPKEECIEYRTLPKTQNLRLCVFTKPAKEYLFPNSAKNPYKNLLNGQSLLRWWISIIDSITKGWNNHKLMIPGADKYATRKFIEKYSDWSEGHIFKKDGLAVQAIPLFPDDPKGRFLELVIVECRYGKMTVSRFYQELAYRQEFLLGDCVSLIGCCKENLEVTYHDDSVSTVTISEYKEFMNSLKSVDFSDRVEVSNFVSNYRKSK
# CDK5 p35 inh: blocks human CDK5/p35 kinase activity; inhibition, % at 10 µM; AID 488839; Recombinant CDK5/p35, ADP-Glo luminescence, 60 min; 0.01% of 330,000 active; Q00535+Q15078;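 active = highest replicate inhibition of at least 50% and at least 75% of replicates reaching 50%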;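 note: plate controls were DMSO neutral control for no effect and GW8510 at 10 µM for full effect; many of its hits are not listed in these tables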
# cardiac RTF act: cardiac RTF calcium sensitization; P19429+P45379; IANBD-labeled TnC RTF fluorescence at EC20 calcium; 0% EC20 calcium, 100% full calcium; activation, % at 7.2 µM; 0.24% of 340,000 active;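 active = activation above the mean over all tested compounds plus 3 SD, cut at about 30% in these data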;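 note: rise in fluorescence read as greater calcium sensitivity of cardiac thin filaments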
# dFosB act: mouse delta FosB homodimer activation; purified delta FosB, TAMRA-CDK5 oligo fluorescence polarization; percent of positive-control signal above neutral wells; 0.99% of 340,000 active; P13346; activation, % at 25 µM;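 active = mean activation above about 17%, with every replicate also reaching it, limit read from the data, passing the limit was not always enough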;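 note: fluorescence polarization rise as delta FosB binds a TAMRA Cdk5 AP-1 oligo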
# Target sequence (P13346 whole entry, looked up): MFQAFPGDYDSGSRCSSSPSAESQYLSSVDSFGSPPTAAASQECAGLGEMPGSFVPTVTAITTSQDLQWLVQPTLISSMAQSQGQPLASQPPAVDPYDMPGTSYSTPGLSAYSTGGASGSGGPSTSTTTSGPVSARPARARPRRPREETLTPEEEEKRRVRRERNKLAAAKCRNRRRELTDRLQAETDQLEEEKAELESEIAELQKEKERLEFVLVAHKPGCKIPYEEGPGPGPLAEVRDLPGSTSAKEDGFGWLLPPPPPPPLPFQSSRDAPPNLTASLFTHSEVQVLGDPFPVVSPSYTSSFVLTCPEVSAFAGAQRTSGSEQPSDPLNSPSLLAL
# SR-BI DiI inh: mouse SR-BI HDL lipid transfer inhibition | Q61009 | ldlA[mSR-BI] CHO cells, DiI-HDL uptake fluorescence, 3 h | inhibition, % at 12.5 µM | 0.96% of 320,000 active | AID 488896;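 active = mean replicate inhibition of at least 70% and a set share of replicates each scoring 70 or more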;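 note: 0% = median of neutral control wells and 100% = median of positive control wells; values of inactives mirror those of a sister screen read the other way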
# MITF act: activators of MITF-driven TRPM1 promoter activity in SK-MEL-5 cells; activation, % at 12.5 µM; SK-MEL-5 TRPM1-promoter luciferase, 24 h; % of positive control, neutral wells = 0; 0.75% of 300,000 active;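 active = mean activation of at least 80% with every replicate also reaching 80%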;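 note: 0% = neutral control wells and 100% = parthenolide positive control wells; values of inactives mirror those of a sister screen read the other way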
# HTR5A ag: HTR5A agonism, opioid heterodimer counter-screen; HTR5A agonist assay, luminescence, cell-based; activation, % at 9.3 µM; 0.61% of 340,000 active; AID 504692; in the data active = activation mostly above about 9.5%, no sharp cut-off; inactive = mostly below about 7.6%;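 note: 0% = cells with vehicle only and 100% = reference agonist; strong numbers were not always called active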
# Target sequence (P47898 whole entry, looked up): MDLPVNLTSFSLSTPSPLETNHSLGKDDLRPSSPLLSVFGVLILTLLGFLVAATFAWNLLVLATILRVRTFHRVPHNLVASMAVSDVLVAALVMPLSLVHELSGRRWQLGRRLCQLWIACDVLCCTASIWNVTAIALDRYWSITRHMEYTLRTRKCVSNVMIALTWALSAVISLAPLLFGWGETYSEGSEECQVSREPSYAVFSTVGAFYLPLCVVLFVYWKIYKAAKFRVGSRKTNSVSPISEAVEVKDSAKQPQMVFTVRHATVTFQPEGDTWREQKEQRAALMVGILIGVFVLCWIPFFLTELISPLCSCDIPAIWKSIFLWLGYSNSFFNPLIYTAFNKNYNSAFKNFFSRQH
# SR-BI DiI-HDL act: SR-BI HDL lipid transfer activation; activation, % at 12.5 µM; 0.096% of 320,000 active; CHO ldlA[mSR-BI] cells, DiI-HDL uptake fluorescence, 3 h; 100 = double the neutral-control signal;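 active = mean replicate activation of at least 60% and every replicate at or above 60%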;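 note: 0% = median plate neutral-control signal and 100% = twice that signal; values of inactives mirror those of a sister screen read the other way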
#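 System: LDL receptor-deficient CHO ldlA cells overexpressing murine SR-BI | Timing: 3 h uptake period with compound, 37 °C | Medium: HEPES-buffered (25 mM, pH 7.4) F12 plus 0.5% BSA | Dosing: Single-point compound dose | Signal: Bottom-read fluorescence, 550/595 nm | Read-out: Retained DiI signal reflecting DiI-HDL uptake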
# * = called active by the depositor; nt = no result given.
no.	compound	Wnt bcat act	PvdQ inh	Rtt109 Vps75	CDK5 p35 inh	cardiac RTF act
1	Cc1cccc(C(=O)NNC(=O)c2c(-c3ccccc3Cl)noc2C)c1O	-1	-8	-5	-1.1	-4
2	Nc1nc(NCCOCCO)nc(NC2CCCCC2)c1[N+](=O)[O-]	1	7	1	1.5	-5
3	O=C(O)CCNS(=O)(=O)c1ccc2c(c1)OCCCO2	0	-5	4	0.5	-2
4	Cc1cc2cc3c(C)cc(=O)oc3c(C)c2o1	7	-13	-1	1.8	0
5	COC(=O)CSc1nc(SCc2ccc(C)cc2)nc2c1CCCC2	nt	-16	-12	-0.7	8
6	CN(Cc1cccnc1)C(=O)c1cc(COc2ccc3ncccc3c2)on1	-10	-14	6	0.0	5
7	Cc1nn2cnnc2c(C)c1Cc1c(F)cccc1Cl	3	-10	-3	-2.7	-2
8	O=C(Nc1ccccc1N1CCOCC1)c1cccc2c(Br)cccc12	3	-16	-3	-0.2	-2
9	COc1ccc(S(=O)(=O)N2CCCCCC2)cc1N(C)S(=O)(=O)c1ccc(Cl)cc1	-8	2	1	-2.5	4
10	O=S(=O)(Nc1ccc(Nc2ccccc2)cc1)c1ccc(F)cc1	18	4	-1	3.2	0

no.	dFosB act	SR-BI DiI inh	MITF act	HTR5A ag	SR-BI DiI-HDL act
1	-9	nt	6	-2	nt
2	-5	9	-4	2	-9
3	2	-2	-15	2	2
4	-9	nt	43	4	nt
5	-9	-4	-19	-6	4
6	-3	-12	10	12*	12
7	-2	4	0	5	-4
8	-9	36	7	7	-36
9	-1	47	-19	4	-47
10	-6	30	13	1	-30

# Carrying on:
no.	compound	Wnt bcat act	PvdQ inh	Rtt109 Vps75	CDK5 p35 inh	cardiac RTF act
11	O=C(O)CC1(CC(=O)Nc2ccccc2N2CCOCC2)CCCC1	-1	-4	-10	0.3	-2
12	CC(C)Cc1nc2sc3c(=O)n(N)cnc3c2c2c1COC(C)(C)C2	nt	-17	-4	-0.7	2
13	O=C(O)c1ccccc1C(=O)Nc1ccc(Oc2ccc3ccccc3c2)cc1	3	-5	5	-1.2	1
14	COc1ccc(C2CC(=O)C3=C(C2)Nc2ccccc2NC3c2coc3ccccc3c2=O)cc1OC (stereo not drawn)	-3	-7	2	-9.2	13
15	COC(=O)c1ccccc1SCc1csc(C)n1	0	-10	0	-0.6	-2
16	CCc1nc(Nc2cccc(F)c2)c2oc3ccccc3c2n1	3	5	-1	0.4	-9
17	Cc1ccc(CNCC(O)(c2ccccc2)c2ccccc2)cc1	2	-14	-9	1.7	-1
18	COCCn1c(COC)nc2ccccc21	-1	11	35	1.2	-2
19	CCOc1ccc(N2C(=O)S/C(=C\c3cccn3C)C2=O)cc1	9	-4	1	-1.9	5
20	CCOC(=O)C1CCN(C(=O)c2ccccc2NS(=O)(=O)c2ccccc2)CC1	4	-4	-7	-0.9	1

no.	dFosB act	SR-BI DiI inh	MITF act	HTR5A ag	SR-BI DiI-HDL act
11	8	-7	nt	-5	7
12	-8	7	9	-2	-7
13	-12	-2	-5	-1	2
14	1	66	13	5	-66
15	0	6	4	6	-6
16	-2	28	8	0	-28
17	-11	nt	-4	1	nt
18	7	nt	-4	3	nt
19	0	-14	42	3	14
20	0	-22	-8	-5	22

# New compounds follow
no.	compound	Wnt bcat act	PvdQ inh	Rtt109 Vps75	CDK5 p35 inh	cardiac RTF act
21	O=C(NNC(=O)c1cccc2ccccc12)c1ccc(-c2ccccc2)cc1	nt	-16	1	0.9	1
22	COc1ccc(NC(=O)CN2C(=O)NC(c3ccccc3)(c3ccccc3)C2=O)cc1	2	-15	-5	1.8	6
23	Cc1cc(C(=O)CSc2nnc(-c3cccs3)o2)c(C)n1-c1ccccc1	-14	-1	-7	-0.3	2
24	CCCCCC(=O)Nc1cccc(C2=NOC3(C2)C[C@H](C(N)=O)N(C(=O)CC)C3)c1 (stereo partly drawn)	nt	13	2	-2.1	-4
25	COc1ccc(CCNC(=O)C(=O)NCC2CCCO2)cc1OC (stereo not drawn)	nt	-5	-2	5.0	10
26	C=CCN1C=CC(=O)[C@@H](O)[C@H]1c1ccccc1Br	-5	-16	-10	0.7	-1
27	O=C(O)CCc1nnc(SCC(=O)Nc2ccc(Cl)c(C(F)(F)F)c2)[nH]c1=O	-1	1	-11	-2.9	-3
28	O=C(c1ccc([N+](=O)[O-])o1)N(Cc1nnc(-c2ccccc2Cl)o1)C1CC1	-1	-13	-9	-1.7	4
29	O=C(O)c1ccccc1S(=O)(=O)c1ccccc1CO	nt	-20	-1	-0.8	2
30	CCc1cc2c(SCC(=O)c3cccs3)ncnc2s1	-8	-11	19	-0.4	8

no.	dFosB act	SR-BI DiI inh	MITF act	HTR5A ag	SR-BI DiI-HDL act
21	11	49	-11	13*	-49
22	-10	13	4	0	-13
23	-7	3	-35	10	-3
24	-2	-5	-5	-1	5
25	-1	7	-4	3	-7
26	-1	11	8	2	-11
27	-6	-3	12	-4	3
28	-1	-4	nt	-2	4
29	-1	-20	6	-4	20
30	-11	0	nt	3	0

# The last 2 records of the section above lead into the next.
no.	compound	Wnt bcat act	PvdQ inh	Rtt109 Vps75	CDK5 p35 inh	cardiac RTF act
29	O=C(O)c1ccccc1S(=O)(=O)c1ccccc1CO	nt	-20	-1	-0.8	2
30	CCc1cc2c(SCC(=O)c3cccs3)ncnc2s1	-8	-11	19	-0.4	8
31	CCOC(=O)C1CCCN(C(=O)CN2C(=O)c3ccccc3C2=O)C1 (stereo not drawn)	-2	-17	5	-4.2	5
32	COc1ccc(CCNC(=O)CSc2ccc(-c3ccccc3)nn2)cc1OC	-2	-1	nt	-0.9	2
33	CCOC(=O)C1CN(S(=O)(=O)c2ccc(Cl)cc2)c2cc(S(=O)(=O)CC)ccc2O1 (stereo not drawn)	0	0	-4	-0.6	nt
34	O=S(=O)(/C=C/c1ccccc1)Nc1ccc(F)cc1	-1	-17	5	-0.9	3
35	Cn1c(=O)c2sccc2n(CC(=O)NCCC2=CCCCC2)c1=O	-1	3	3	-0.1	-3
36	O=S(=O)(c1ccc(OC(F)(F)F)cc1)N1CCCC(c2ccccc2)C1 (stereo not drawn)	-4	3	-1	-1.0	-2
37	CC(=O)Nc1cc2cc(NS(=O)(=O)c3ccc(Cl)cc3)ccc2oc1=O	0	-3	-3	-0.9	nt
38	COc1cc(-c2noc(C)c2/C=C/c2ccc(N)cc2)cc(OC)c1OC	-21	-10	-1	-3.5	8
39	COc1ccccc1-c1c(C(F)(F)F)oc2cc(OCC(=O)Nc3ccccc3C(F)(F)F)ccc2c1=O	-3	-4	-2	0.1	-2
40	C=CCNC(=O)C12CC3(C)CC(C)(CC(C)(C3)C1)C2	nt	-9	8	0.7	-7

no.	dFosB act	SR-BI DiI inh	MITF act	HTR5A ag	SR-BI DiI-HDL act
29	-1	-20	6	-4	20
30	-11	0	nt	3	0
31	2	-26	-14	2	26
32	-4	2	1	6	-2
33	-7	17	0	nt	-17
34	0	-15	14	-6	15
35	-9	2	-3	0	-2
36	-1	-5	0	1	5
37	93*	-13	nt	nt	13
38	-15	36	-60	6	-36
39	-7	21	0	3	-21
40	-3	1	-8	-5	-1

# The listing continues:
no.	compound	Wnt bcat act	PvdQ inh	Rtt109 Vps75	CDK5 p35 inh	cardiac RTF act
41	C=CCn1c(SCc2nc(N)nc(N(C)C)n2)nnc1-c1cccnc1	nt	-2	3	-0.8	-3
42	Cn1c(Cl)cnc1C1CC(=O)c2cc(Cl)ccc2O1 (stereo not drawn)	-22	-8	-7	1.0	-5
43	CC(C)OC(=O)c1ccc(N2CCN(c3ccc(F)cc3)CC2)nc1	-3	-4	-8	1.4	-3
44	CC(=O)Nc1ccc(C2=NNC(=NCC3CCCO3)SC2)cc1 (stereo not drawn)	5	-5	9	-3.5	10
45	Cc1cccc(NC(=O)CCNS(=O)(=O)c2ccc3[nH]c(=O)oc3c2)c1	1	4	-2	-0.1	-1
46	COc1ccc(Cl)cc1S(=O)(=O)N1CCC(C(=O)NCCC2=CCCCC2)CC1	-2	-16	-5	0.3	-4
47	Cc1ccc2nc(C)c3c(c2c1)N(c1ccc(F)cc1)CC3	12	8	8	0.2	nt
48	CCCCn1c(=O)nc2n(-c3ccc(OC)cc3)c3ccccc3cc-2c1=O	-5	13	17	2.4	3
49	CCC(=O)N1CCN=C1SCc1ccccc1	-4	-12	6	0.3	-3
50	Cc1ccc(NC(=O)c2ccc(S(=O)(=O)NCc3cccnc3)cc2)cc1C	-1	-8	-1	-1.8	0

no.	dFosB act	SR-BI DiI inh	MITF act	HTR5A ag	SR-BI DiI-HDL act
41	-2	-22	-1	1	22
42	-4	-28	-35	-4	28
43	-9	6	-7	-1	-6
44	-2	-23	5	6	23
45	1	-9	-4	2	9
46	-19	38	1	5	-38
47	-6	-3	nt	nt	3
48	-12	39	2	2	-39
49	0	nt	2	-3	nt
50	-1	54	7	-2	-54

# Some of these compounds in order of count of non-hydrogen atoms, largest number first:
no.	compound	Wnt bcat act	PvdQ inh	Rtt109 Vps75	CDK5 p35 inh	cardiac RTF act
50	Cc1ccc(NC(=O)c2ccc(S(=O)(=O)NCc3cccnc3)cc2)cc1C	-1	-8	-1	-1.8	0
41	C=CCn1c(SCc2nc(N)nc(N(C)C)n2)nnc1-c1cccnc1	nt	-2	3	-0.8	-3
43	CC(C)OC(=O)c1ccc(N2CCN(c3ccc(F)cc3)CC2)nc1	-3	-4	-8	1.4	-3
47	Cc1ccc2nc(C)c3c(c2c1)N(c1ccc(F)cc1)CC3	12	8	8	0.2	nt
49	CCC(=O)N1CCN=C1SCc1ccccc1	-4	-12	6	0.3	-3

no.	dFosB act	SR-BI DiI inh	MITF act	HTR5A ag	SR-BI DiI-HDL act
50	-1	54	7	-2	-54
41	-2	-22	-1	1	22
43	-9	6	-7	-1	-6
47	-6	-3	nt	nt	3
49	0	nt	2	-3	nt

# Further compounds follow:
no.	compound	Wnt bcat act	PvdQ inh	Rtt109 Vps75	CDK5 p35 inh	cardiac RTF act
51	Cc1ccc(C(=O)CC(=O)c2ccccc2)cc1	18	-20	-13	3.0	6
52	COc1ccccc1C(=O)NCC(C)(C)CN=C1NS(=O)(=O)c2ccccc21	-3	-9	-4	0.7	-9
53	O=C(Oc1ccc(Cl)cc1)N1CCCCC1	nt	-14	8	-1.5	2
54	Cc1ccn(-c2cccc(-n3ccc(C)n3)n2)n1	58*	-17	7	nt	-3
55	CCOc1ccc(OCc2cccc(C(=O)N(CC)CC)c2)cc1	22	-12	nt	-2.5	-6
56	COCCNC(=O)/C(C#N)=C/c1ccc(OCC(=O)NC2CCCCC2)cc1	-2	-11	-1	-1.4	2
57	O=S1(=O)CCN2C(c3ccc4c(c3)CCCC4)=CSC2=N1	-1	-24	-2	-0.4	0
58	COc1ccc(N(CC(=O)NC2CCCC2)C(=O)c2csnn2)cc1	1	-11	10	0.0	-2
59	CCOC(=O)C1=C(CN2CCSCC2)NC(=O)NC1c1cccc([N+](=O)[O-])c1 (stereo not drawn)	-1	-8	2	0.3	1
60	Cc1cc(C(F)(F)F)nc(-n2cc(-c3ccccc3)nn2)n1	6	4	25	0.4	1

no.	dFosB act	SR-BI DiI inh	MITF act	HTR5A ag	SR-BI DiI-HDL act
51	-8	-13	nt	-2	13
52	-23	-9	5	3	9
53	-1	-14	nt	-3	14
54	-11	7	119*	1	-7
55	-9	20	-59	2	-20
56	-1	14	4	3	-14
57	-7	nt	1	6	nt
58	6	-13	-3	-6	13
59	-14	nt	1	-1	nt
60	1	31	-1	-2	-31

# High-throughput results deposited in PubChem BioAssay by several laboratories.
